LGR2 antag – inhibitors of bursicon-induced LGR2 CRE-luciferase signal, primary screen, cell-based, HEK293, CRE-luciferase reporter, bursicon stimulation. inhibition, % at 9.99 µM. Drosophila bursicon receptor LGR2 (rickets). 380,000 compounds, 0.35% hits. bursicon-stimulated, 4 h;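 active = drop in luminescence signal, shown as inhibition above about 50% in the replicate tests, limit read from the data, passing the limit was not always enough; inconclusive = probably only some replicates passing the limit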;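 note: agonist challenge used bursicon conditioned medium at about half maximal strength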
EWS-Fli inh – EWS/Fli-driven NR0B1 reporter inhibitors, primary screen, A673 cells, NR0B1 luciferase, luminescence, MLPCN library; viability-normalised; inhibition, % at 12.6 µM; 350,000 compounds, 0.67% hits; AID 651661, 2012;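 active = mean inhibition of at least 50% after viability correction, with every replicate also passing that limit; inconclusive = mean reaches 50% but only one of two replicates passes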;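 note: firefly luciferase signal divided by Alamar Blue viability fluorescence both relative to DMSO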
PAX8 reporter – inhibitors of PAX8-driven TPO luciferase reporter, primary screen, RMG-I cells, single concentration; SteadyGlo, 24 h; inhibition, % at 12.6 µM; 360,000 compounds, 1.2% hits;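 active = mean replicate inhibition at least 60% with every replicate also reaching 60%; inconclusive = only one of the two criteria is met; inactive = mean below 60% and not all replicates reaching 60%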;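 note: luciferase light reporting Pax8 driven TPO promoter activity; plate controls were median of neutral control wells for no effect and mitoxantrone controls for full effect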
DENV2 CPE rescue – inhibitors of DENV2 cytopathic effect, primary screen, cell-based, plate reader, single concentration. DENV2-infected cells, cytopathic effect rescue. CPE inhibition, % at 9.99 µM. 350,000 compounds, 1.7% hits; in the data active = CPE inhibition above about 20%, passing the limit was not always enough; inconclusive = no clear call, values can overlap the other calls; tested in BHK-21 cells;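 note: 0% = median of neutral control wells and 100% = median of positive control wells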
ARNT TACC3 PPI – disruptors of ARNT/TACC3 protein interaction, primary screen, biochemical, AlphaScreen, single concentration | 390,000 compounds, 0.66% hits | inhibition, % at 9.99 µM | Transforming acidic coiled-coil-containing protein 3 (Homo sapiens), Q9Y6A5 | AID 623870, 2012 | AlphaScreen His-ARNT PAS-B/GST-TACC3 binding, luminescence; TACC3 fragment carries E629A point mutation;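 active = mean inhibition of replicates at least 50% and at least half of replicates each reaching 50%; inconclusive = half or more replicates reach 50% but mean below 50%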;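 note: 0% = complete ARNT plus TACC3 wells and 100% = ARNT alone without TACC3; many hits fall short of the cut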
SIRT5 inh – SIRT5 desuccinylase inhibitors, primary screen, biochemical, fluorescence imaging, single point, set 5 | 330,000 compounds, 1.1% hits | Purified SirT5, succinyl-peptide AMC, trypsin-coupled fluorescence | NAD-dependent protein deacylase sirtuin-5, mitochondrial (Homo sapiens), Q9NXA8 | inhibition, % at 15 µM; in the data active = inhibition above about 15%; inconclusive = no clear call, values can overlap the other calls
Target sequence (Q9NXA8 whole entry, looked up): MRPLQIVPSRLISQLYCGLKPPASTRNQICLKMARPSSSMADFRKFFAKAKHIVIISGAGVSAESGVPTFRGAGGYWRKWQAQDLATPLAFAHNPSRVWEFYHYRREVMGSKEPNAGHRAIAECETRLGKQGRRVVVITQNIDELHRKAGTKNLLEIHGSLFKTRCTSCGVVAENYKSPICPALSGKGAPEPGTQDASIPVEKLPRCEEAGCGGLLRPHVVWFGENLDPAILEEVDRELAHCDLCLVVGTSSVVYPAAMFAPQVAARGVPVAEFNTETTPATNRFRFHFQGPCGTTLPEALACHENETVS
Casp6 inh – human caspase-6 inhibitors, primary screen, biochemical, VEID-R110 fluorescence, single point, set 2; purified caspase-6, Z-VEID-R110 cleavage fluorescence; P55212; AID 686996, 2013; 350,000 compounds, 0.53% hits; inhibition, % at 12.5 µM;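 active = mean inhibition across replicates at least about 35%, with every replicate also reaching that limit, limit read from the data; inconclusive = only one of the two criteria met; inactive = neither criterion met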;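 note: 0% = median of neutral control wells and 100% = no fluorescence left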
Target sequence (P55212 24-179 limits assumed): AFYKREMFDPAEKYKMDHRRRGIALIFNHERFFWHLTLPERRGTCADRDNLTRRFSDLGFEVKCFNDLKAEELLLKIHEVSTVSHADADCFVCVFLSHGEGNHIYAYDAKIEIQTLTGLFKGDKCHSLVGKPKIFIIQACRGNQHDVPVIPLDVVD
Target sequence (P55212 194-293 limits assumed): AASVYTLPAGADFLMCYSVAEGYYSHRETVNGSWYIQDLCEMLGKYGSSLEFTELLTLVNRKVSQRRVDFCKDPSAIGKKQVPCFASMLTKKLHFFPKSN
Active calls of the source: *; ? = inconclusive; · = no result given; & = joins results of further samples.

A first look (eight entries):
SMILES | LGR2 antag | EWS-Fli inh | PAX8 reporter | DENV2 CPE rescue | ARNT TACC3 PPI | SIRT5 inh | Casp6 inh
COc1ccc(S(=O)(=O)N2CCOC2CNC(=O)C(=O)NCCN2CCOCC2)cc1OC (configuration not stated) | 0 | · | -17 | ? | -4 | -1 | -4
CSC1=N/C(=C\c2c(F)cccc2Cl)C(=O)S1 | 15 | · | 16 | · | -4 | · | ·
CCN(CC)C(=O)Cn1c(=O)c2ccccc2n2c(=S)sc(-c3cccc(C)c3)c12 | · | 0 | -3 | -4 | 29 | -1 | -1
O=C(N/N=C/c1cccs1)/C(=C/c1ccccc1)NC(=O)c1ccccc1 | 2 | -1 | -7 | · | -7 | · | ·
COc1ccccc1N1CCN(C2CCN(C(=O)c3cccc(F)c3)CC2)CC1 | 9 | 4 | 6 | 1 | -4 | -4 | -5
COC(=O)c1cc(NC(=O)CSc2nc(C)cc(=O)[nH]2)cc(C(=O)OC)c1 | 9 | -2 | · | · | -1 | -2 | -8
O=C(COC(=O)/C=C/c1cccc(F)c1)NC(=O)NC1CCCC1 | -7 | 2 | 1 | ? | -6 | -2 | 1
C/C(=N/NC(=O)CNC(=O)c1cccnc1)c1cccc([N+](=O)[O-])c1 | 22 | -2 | 3 | 7 | -5 | 0 | 1

The listing, from the first entry:
SMILES | LGR2 antag | EWS-Fli inh | PAX8 reporter | DENV2 CPE rescue | ARNT TACC3 PPI | SIRT5 inh | Casp6 inh
COc1ccc(S(=O)(=O)N2CCOC2CNC(=O)C(=O)NCCN2CCOCC2)cc1OC (configuration not stated) | 0 | · | -17 | ? | -4 | -1 | -4
CSC1=N/C(=C\c2c(F)cccc2Cl)C(=O)S1 | 15 | · | 16 | · | -4 | · | ·
CCN(CC)C(=O)Cn1c(=O)c2ccccc2n2c(=S)sc(-c3cccc(C)c3)c12 | · | 0 | -3 | -4 | 29 | -1 | -1
O=C(N/N=C/c1cccs1)/C(=C/c1ccccc1)NC(=O)c1ccccc1 | 2 | -1 | -7 | · | -7 | · | ·
COc1ccccc1N1CCN(C2CCN(C(=O)c3cccc(F)c3)CC2)CC1 | 9 | 4 | 6 | 1 | -4 | -4 | -5
COC(=O)c1cc(NC(=O)CSc2nc(C)cc(=O)[nH]2)cc(C(=O)OC)c1 | 9 | -2 | · | · | -1 | -2 | -8
O=C(COC(=O)/C=C/c1cccc(F)c1)NC(=O)NC1CCCC1 | -7 | 2 | 1 | ? | -6 | -2 | 1
C/C(=N/NC(=O)CNC(=O)c1cccnc1)c1cccc([N+](=O)[O-])c1 | 22 | -2 | 3 | 7 | -5 | 0 | 1
Cc1ccc(OCCC(=O)Nc2ccc3c(c2)OCCCO3)cc1 | 1 | -17 | -30 | -6 | · | 0 | 4
COc1cc(/C=C2\CCc3ccccc3C2=O)cc(OC)c1OC | -4 | · | 0 | · | 13 | · | ·
CN(C)CC#Cc1ccc([C@H]2[C@H](CO)N3CCCCN(C(=O)Nc4ccc(F)cc4)C[C@@H]23)cc1 | 1 | 5 | -13 | 20 | 9 | -3 | -4
O=C(NC(=S)Nc1ccc(Cl)c(C(=O)O)c1)c1cccc(COc2ccccc2)c1 | -21 | 11 | -11 | -2 | -3 | 3 | 28
COC(=O)/C=C\C(=O)Nc1cccc([N+](=O)[O-])c1 | · | 24 | 87* | -10 | 9 | -1 | 6
O=C1/C(=C/c2cccnc2)CCc2c1[nH]c1ccccc21 | -63 | 3 | -66 | 16 | -1 | -2 | -3
NC(=O)c1nnn(-c2nonc2N)c1-c1ccc([N+](=O)[O-])cc1 | -3 | -5 | -5 | 3 | -2 | 4 | -1
O=S(=O)(Nc1cccnc1Cl)c1ccc(-c2ccccc2)cc1 | 6 | 10 | 5 | -6 | -18 | -4 | 0
CC(C)c1cc(C(=O)N2CCCC(Nc3ccc(F)c(F)c3)C2)nc(N)n1 (configuration not stated) | -7 | 6 | -4 | -4 | 5 | -2 | 0
Cc1ccc(S(=O)(=O)Nc2ccc3nc(C)sc3c2)c(C)c1 | · | -2 | 0 | -2 | -5 | -12 | 4
CCN1CCN(C(=O)Nc2cc(Cl)ccc2OC)CC1 | -14 | -3 | -6 | -5 | -27 | -5 | -3
CC(C)(O)c1[nH]c2cc(C(F)(F)F)ccc2c1C(C)(C)O | -6 | 0 | 5 | -9 | -3 | · | -1
C[C@@H]1CN([C@H](C)CO)C(=O)Cc2cc(NC(=O)Cn3cnnn3)ccc2O[C@@H]1CN(C)S(=O)(=O)c1ccc(F)cc1 | 9 | -9 | -10 | 3 | -3 | -3 | 2
O=C(CSc1ccc(-c2ccncc2)nn1)N1CCN(c2ccccc2)CC1 | 9 | 4 | 2 | -1 | -25 | 0 | 1
O=C(Nc1cccc(F)c1)N1C[C@@H]2[C@H](c3ccccc31)[C@H](CO)N2C(=O)Cc1ccccc1 | 1 | -16 | -22 | -13 | -14 | 3 | -1
Cc1cc(CNC(=O)Cn2nc(C)c([N+](=O)[O-])c2C)c2ccccc2n1 | -8 | 9 | 6 | · | 3 | 0 | 12
C/C=C/c1ccc([C@@H]2[C@@H](CO)N(C(C)=O)[C@@H]2CN(CC)C(=O)CN(C)C)cc1 | -2 | -1 | 10 | 5 | -4 | -4 | -8
CSc1ccc(-c2cc(=O)c3ccccc3o2)cc1 | -53 | -51 | · | -3 | -2 | -15 | 0
O=C(C1CCCCC1)N1CCN(C(=O)C2CCCCC2)CC1 | 3 | -8 | · | 1 | -3 | -1 | 1
Cc1ccc(CNS(=O)(=O)c2ccc3c(c2)OCCO3)cc1 | -24 | -6 | 22 | -5 | -6 | -2 | 6
Fc1cccc(C2CCCCN2Cc2nc(C3CC3)no2)c1 (configuration not stated) | -6 | -12 | -18 | -2 | -4 | 2 | 0
c1cncc(-c2nc3ccccn3c2Nc2ccc3c(c2)OCCO3)c1 | -28 | -25 | -29 | ? | 36 | 0 | 2
O=C(c1cc([N+](=O)[O-])ccc1N1CCOCC1)N1CCOCC1 | -12 | -3 | -9 | -4 | · | 2 | 3
CCOc1ccc(NCc2nnc(SCC(=O)Nc3nc(-c4ccccc4)cs3)n2-c2ccccc2)cc1 | 16 | · | -17 | · | -1 | · | ·
COC(=O)c1cccc(C23CC4(C2)[C@H](CN(Cc2cccnc2)[C@@H]4c2ccccc2)C3c2ccc(Cl)nc2)c1 (some centres not stated) | 17 | -19 | -33 | 17 | 9 | · | ·
O=C(NCCc1cn[nH]c1)c1ccc2oc(CCc3ccccc3)nc2c1 | -21 | -46 | -70 | -7 | · | · | 1
COCC(=O)Nc1ccc2c(c1)[C@H]1C[C@@H](CC(=O)N[C@@H](C)c3ccccc3)O[C@@H](CO)[C@H]1O2 | -5 | -2 | -5 | 4 | · | 1 | 2
CN(CC(=O)Nc1cccc(F)c1)C(=O)c1ccc(-c2ccc(Cl)cc2)o1 | -21 | 5 | -13 | -6 | 3 | -2 | 0
CCNC(=O)[C@@H]1[C@@H](CO)[C@@H]2Cn3c(ccc(-c4ccccc4)c3=O)[C@@H]2N1Cc1ccc2c(c1)OCO2 | 7 | -3 | 23 | ? | 3 | 10 | 2
COc1ccc(N2C(=O)NC(NS(=O)(=O)c3ccccc3)(C(F)(F)F)C2=O)cc1 (configuration not stated) | -2 | · | · | -4 | -3 | -2 | 0
Cc1cc(NC(=O)CCN2CCN(C)CC2)ccc1Br | 11 | -18 | -5 | 12 | -3 | -8 | -27
O=C(COC(=O)CNC(=O)c1ccccc1)NC1CCCCC1 | 13 | -5 | 0 | 11 | -5 | -2 | -1
Cc1ccc(S(=O)(=O)N(C)C[C@@H]2OCCCC[C@H](C)Oc3ccc(NC(=O)C4CCCCC4)cc3C(=O)N([C@@H](C)CO)C[C@H]2C)cc1 | -1 | 1 | 2 | -2 | -6 | · | ·
O=S(=O)(NCC[C@@H]1CC[C@H](NS(=O)(=O)c2ccccc2Cl)[C@H](CO)O1)c1ccc(Cl)cc1 | 8 | 0 | 1 | ? | -2 | 1 | 1
COc1ccccc1NC(=O)c1ccc(CS(=O)(=O)c2ccc(C)cc2)cc1 | -3 | 4 | 4 | 8 | -2 | 0 | 5
CC(O)CNC(=S)Nc1ccccc1 (configuration not stated) | -1 | 2 | 3 | -3 | -1 | 0 | 0
COc1ccc(S(=O)(=O)Nc2ccc3c(c2)C(=O)N([C@H](C)CO)C[C@H](C)[C@@H](CN(C)Cc2ccncc2)O3)cc1 | · | -3 | -20 | 3 | -7 | -4 | 2
CC1C=NC(S(=O)(=O)N2CC[C@@H]3[C@H](CO)N(C)c4ccc(-c5ccccc5)cc4[C@@H]32)=N1 (some centres not stated) | -16 | -9 | -13 | ? | -4 | 10 | -5
CC(=O)Nc1c(C)ccc(CNC(=O)COc2ccc(F)cc2)c1C | -9 | 28 | 4 | 0 | · | -1 | 1
CC1(C(=O)Nc2cccc3cccnc23)CCN1Cc1ccccc1OC(F)F (configuration not stated) | 15 | 12 | 6 | -4 | · | -4 | 14
C[C@@H]1CN([C@H](C)CO)S(=O)(=O)c2ccc(C#Cc3cccc(F)c3)cc2O[C@@H]1CN(C)C(=O)CN1CCOCC1 | 8&0 | 9&9&7 | 13 | 7&-8&-5 | 7 | 0&1&4 | 0&-2&-2
CC(C)C[C@H]1CN(CCCC[C@H]2CNC(=O)C(=O)N2CCc2ccccc2)C(=O)C(=O)N1CC1CCCCC1 | -7 | -7 | 0 | 1 | · | 1 | 2
COc1ccc(CN(C)C[C@H]2OCCCC[C@H](C)Oc3ccc(NC(=O)Nc4ccc(F)cc4)cc3C(=O)N([C@H](C)CO)C[C@H]2C)cc1 | -13 | -5 | 15 | -7 | 15 | -2 | 0
COCCNC(=O)C[C@H]1CC[C@@H]2[C@@H](COc3ccc(NC(=O)COC)cc3C(=O)N2C)O1 | -2 | -10 | -10 | 4 | -9 | -1 | 4
COCc1ccc(CN2CCCC(C(=O)Nc3ccccc3-c3ccc(OC)cc3)C2)o1 (configuration not stated) | -8 | 16 | -2 | ? | 5 | -8 | -2
C[C@H](CO)N1C[C@H](C)[C@H](CN(C)Cc2ccc(C(=O)O)cc2)Oc2c(NS(=O)(=O)c3cccs3)cccc2C1=O | 7 | 1 | · | 0 | · | 4 | 1
CCOC(=O)c1cn2c(C)cccc2n1 | 14 | -8 | -12 | 5 | -4 | 0 | 0
COc1cc(OC)cc(C(=O)N[C@H](C(=O)Nc2c(C)n(C)n(-c3ccccc3)c2=O)C(C)C)c1 | -30 | -1 | 9 | -3 | 0 | 0 | -2
C[C@]1(C(=O)O)C=C[C@@H](Cc2ccccc2)N1C(=O)c1ccccc1 | -18 | -1 | 12 | -3 | -24 | -2 | 0
OC[C@@H]1[C@@H](c2ccc(/C=C/c3ccccc3)cc2)[C@@H]2CN(Cc3ccncc3)CCCCN12 | -8 | -33 | -85 | 7 | 0 | -1 | -1
C/C(Cc1ccccc1)=N\NC(=O)CNC(=O)c1cccc(Cl)c1 | · | -1 | -2 | -1 | 2 | -1 | 6
COc1ccc(CN(C)C[C@@H]2Oc3c(NC(=O)Nc4ccc(C(F)(F)F)cc4)cccc3C(=O)N([C@H](C)CO)C[C@@H]2C)cc1 | -1 | -3 | -3 | 3 | 20 | 8 | -1
COc1ccc(C)cc1NC(=O)C1CCN(S(=O)(=O)c2cccs2)CC1 | -3 | 6 | 7 | 4 | -2 | -1 | 3

Compound activity as filed in PubChem BioAssay.
